SENP6 block: SENP6 protease inhibitors, primary screen, biochemical, luminescence, uHTS; Sentrin-specific protease 6 (Homo sapiens), Q9GZR1; Recombinant SENP6 catalytic domain, aminoluciferin luminescence; AID 2599, 2010; inhibition, % at 10 µM; 330,000 compounds, 1.8% hits;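 active = inhibition above about 50% at the single tested dose, limit read from the data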;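 note: plate controls were DMSO wells with enzyme for no effect and DMSO wells lacking enzyme for full effect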
PfG6PD inh: PfG6PD enzyme inhibitors, primary screen, biochemical, fluorescence intensity, uHTS; glucose-6-phosphate dehydrogenase-6-phosphogluconolactonase (Plasmodium falciparum 3D7); inhibition, % at 20 µM; 350,000 compounds, 0.78% hits; PfGluPho enzyme, NADPH resazurin-diaphorase fluorescence;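 active = inhibition reaching at least a set limit at 20 µM in the primary screen, cut at about 59% in these data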;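 note: 0% = DMSO wells with substrate and 100% = DMSO wells lacking glucose-6-phosphate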
SENP7 inh: SENP7 protease inhibitors, primary screen, biochemical, luminescence, uHTS | 330,000 compounds, 1.5% hits | AID 434973, 2010 | inhibition, % at 5 µM | recombinant SENP7, Z-RLRGG-aminoluciferin luminescence, 40 min | Sentrin-specific protease 7 (Homo sapiens), Q9BQF6;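 active = inhibition above about 50% at the single test dose, limit read from the data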;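 note: plate controls were DMSO with enzyme for no effect and no enzyme buffer wells for full effect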
SENP1 inh: human SENP1 catalytic domain inhibitors, primary screen, biochemical, FRET, uHTS. recombinant SENP1 catalytic domain, CyPet-SUMO1-YPet FRET cleavage. Sentrin-specific protease 1 (Homo sapiens), Q9P0U3. 360,000 compounds, 0.21% hits. inhibition, % at 10 µM;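 active = inhibition at least 30% at 10 µM, raw YFP signal under a set limit, fluorescence ratio 0.5 to 1.5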;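 note: 0% = enzyme with DMSO and 100% = no enzyme wells; some results filed as inactive read as strong as hits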
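Assay system – human recombinant His6-tagged SENP1 catalytic domain enzyme · Input – SENP1 enzyme, 20 pM final · Buffer or medium – Tris pH 8 buffer plus EDTA, NaCl, BME, BSA, NP40, catalase · Schedule – 50 min reaction at room temperature · Technique – FRET read of cyan and yellow fluorescence · Control set – no-enzyme wells low, DMSO-plus-enzyme wells high control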
SENP8 block-1: human SENP8 protease inhibitors, primary screen, biochemical, fluorescence, Nedd8 protein substrate, uHTS | Sentrin-specific protease 8 (Homo sapiens), Q96LD8 | recombinant SENP8 | inhibition, % at 20 µM | 360,000 compounds, 0.64% hits | AID 602440, 2012; in the data active = inhibition mostly above about 40%, no sharp cut-off; inactive = mostly below about 27%
HKDC1 inhibitor: HKDC1 hexokinase inhibitors, primary screen, biochemical, fluorescence, uHTS; Q2TB90; inhibition, % at 20 µM; AID 493160, 2011; 340,000 compounds, 0.16% hits; recombinant HKDC1, G6PDH/diaphorase resazurin coupled fluorescence;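 active = inhibition above about 35% when tested at 20 µM, limit read from the data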;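 note: plate controls were DMSO wells with enzyme for no effect and DMSO wells lacking enzyme for full effect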
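Assay system: recombinant HKDC1 hexokinase; detection: coupled resazurin fluorescence, excitation 525 nm, emission 613 nm; benchmarks: DMSO-plus-enzyme-mix negative control, buffer-substituted positive control; compound dosing: single 20 µM dose; schedule: 90 min at room temperature in dark; also added: glucose plus 1 mM ATP as hexokinase substrates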
Apaf1 inhib: inhibitors of human Apaf-1 apoptosome, primary screen, biochemical, DEVD-Rh110 fluorescence, uHTS; Apoptotic protease-activating factor 1 (Homo sapiens), O14727; reconstituted apoptosome caspase-3 activity; inhibition, % at 20 µM; 330,000 compounds, 0.71% hits; AID 489030, 2010; active = inhibition of at least 40% at 20 µM;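 note: plate controls were DMSO wells for no effect and DEVD-CHO caspase inhibitor wells for full effect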
Target sequence (O14727 whole entry, looked up): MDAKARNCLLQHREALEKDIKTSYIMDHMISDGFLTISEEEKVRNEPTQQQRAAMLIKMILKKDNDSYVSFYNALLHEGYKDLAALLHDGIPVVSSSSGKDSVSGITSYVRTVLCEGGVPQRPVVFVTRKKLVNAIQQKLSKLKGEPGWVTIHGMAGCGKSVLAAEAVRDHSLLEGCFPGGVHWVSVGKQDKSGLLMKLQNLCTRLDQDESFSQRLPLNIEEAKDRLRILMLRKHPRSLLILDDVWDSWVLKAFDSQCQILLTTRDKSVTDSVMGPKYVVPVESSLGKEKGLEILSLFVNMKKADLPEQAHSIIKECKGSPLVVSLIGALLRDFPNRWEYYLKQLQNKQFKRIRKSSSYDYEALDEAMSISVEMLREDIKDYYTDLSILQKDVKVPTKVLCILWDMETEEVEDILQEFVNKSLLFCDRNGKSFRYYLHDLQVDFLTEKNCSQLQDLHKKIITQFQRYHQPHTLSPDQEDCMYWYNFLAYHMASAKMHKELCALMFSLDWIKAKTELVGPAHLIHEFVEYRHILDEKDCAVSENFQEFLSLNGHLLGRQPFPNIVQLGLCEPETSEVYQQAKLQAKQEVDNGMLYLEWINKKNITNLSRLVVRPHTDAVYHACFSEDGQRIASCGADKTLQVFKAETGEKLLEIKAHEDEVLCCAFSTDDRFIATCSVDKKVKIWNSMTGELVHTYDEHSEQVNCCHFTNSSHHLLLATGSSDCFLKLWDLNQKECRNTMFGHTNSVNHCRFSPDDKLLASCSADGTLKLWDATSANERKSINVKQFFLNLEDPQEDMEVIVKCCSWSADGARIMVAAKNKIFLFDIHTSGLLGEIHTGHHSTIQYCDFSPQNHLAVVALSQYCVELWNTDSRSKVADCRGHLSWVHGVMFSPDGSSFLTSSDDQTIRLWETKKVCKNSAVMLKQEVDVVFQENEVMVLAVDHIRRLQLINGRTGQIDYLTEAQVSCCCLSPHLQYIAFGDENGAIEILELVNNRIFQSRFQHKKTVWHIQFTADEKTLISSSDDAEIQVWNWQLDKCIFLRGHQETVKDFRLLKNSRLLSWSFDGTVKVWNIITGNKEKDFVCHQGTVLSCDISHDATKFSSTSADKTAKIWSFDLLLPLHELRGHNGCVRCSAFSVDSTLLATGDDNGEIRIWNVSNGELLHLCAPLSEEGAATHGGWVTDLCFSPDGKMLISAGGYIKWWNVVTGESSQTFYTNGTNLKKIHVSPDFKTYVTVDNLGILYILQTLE
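Material: cell-free apoptosome with Apaf-1, procaspase-3 and caspase-9; Buffer or medium: Hepes pH 7.5 with detergent and BSA; Reagent: cytochrome c trigger plus (Z-DEVD)2-Rh110 caspase-3 substrate; Times: compound with Apaf-1, dATP, procaspase-3 30 min, then 50 min reaction, room temperature; Technique: Rh110 fluorescence intensity.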
SENP8 block-2: SENP8 protease inhibitors, primary screen, biochemical, luminescence; Sentrin-specific protease 8 (Homo sapiens), Q96LD8; purified SENP8, Z-RLRGG-aminoluciferin cleavage; inhibition, % at 10 µM; 330,000 compounds, 1.2% hits; AID 2540, 2010; in the data active = inhibition above about 50%
* = called active by the depositor; i = inactive; · = not tested or not shown.

structure,SENP8 block-1,Apaf1 inhib,SENP8 block-2,HKDC1 inhibitor,SENP7 inh,PfG6PD inh,SENP6 block,SENP1 inh
O=C(c1ccccc1)N1CCN(c2ccc(Cl)cc2)CC1,5,5,-2,-7,2,6,-18,-3
CC(=O)c1ccc(NC(=O)CN2CCN(CC(=O)Nc3ccc(C(C)=O)cc3)CC2)cc1,18,5,4,1,-3,0,-1,1
COc1ccc(C2=NOC(C(=O)NCc3cccnc3)C2)cc1OC (stereo not drawn),12,3,12,-5,5,-6,11,1
O=C(COC(=O)CCC(=O)c1cccs1)NCc1ccco1,-4,·,·,19,·,-15,·,8
Cn1cnnc1Sc1cc(N2CCN(S(=O)(=O)c3ccc4ccccc4c3)CC2)ccc1[N+](=O)[O-],16,8,-9,-7,5,-14,0,-5
O=C(c1ccc(Br)s1)N1CCCC1,28,-11,-4,-11,-1,0,-9,2
COc1ccc(S(=O)(=O)N(C)CC(=O)N2CCOCC2)cc1,1,-18,-7,-8,-28,-15,-15,1
CC(C)c1cc(-c2cc(-c3ccc(Cl)cc3)on2)nc(NC2CCCC2)n1,i,7,-7,0,0,2,-9,2
COC(=O)C1=C(C)N(c2ccc(S(N)(=O)=O)cc2)C(=O)C1,11,-2,6,-7,17,-2,8,3
CN(c1ccc(OCC(=O)OCC(=O)Nc2ccccc2)cc1)S(=O)(=O)c1cccs1,14,-2,0,-9,-10,-1,5,1
Cc1cccc(-n2ncc(C#N)c2-n2cccc2)c1,1,-1,-7,1,8,-12,-13,3
CCCn1c(SCC(=O)N2c3ccccc3CCc3ccccc32)nc2c1c(=O)n(C)c(=O)n2C,-8,21,0,-3,1,6,-8,1
CCC(Sc1ccc2nnc(-c3ccc(OC)c(OC)c3)n2n1)C(=O)O (stereo not drawn),8,8,-3,8,-7,24,-14,1
COc1ccc(OC)c(C(c2nnnn2CC2CCCO2)N2CCN(C3CCCC3)CC2)c1 (stereo not drawn),4,0,-7,-3,0,-6,-4,0
O=C(COC(=O)c1ccccc1Br)NC1CCCC1,2,5,-3,-2,6,0,4,-4
Cc1ccc(NC(=O)Cn2c(O)c(N=NC(N)=S)c3ccccc32)cc1,26,-2,7,-5,10,-9,-14,2
COc1ccc(C)cc1NC(=O)c1cnc2scc(C)n2c1=O,-428,·,·,-3,·,-35,·,-55
CC(=O)N1CCC(=NNc2ccnc3cc(Cl)ccc23)CC1,-37,-10,4,-11,0,4,0,-23
COc1cccc(C(=O)C2CCCN(Cc3cccn3-c3ccccn3)C2)c1 (stereo not drawn),0,9,-5,8,-10,2,-8,-2
CSc1ccc(-c2cccc([N+](=O)[O-])c2)nn1,14,-5,-8,-1,-3,5,-19,0
COCCCNC(=O)Cn1c(=O)n(Cc2ccccc2Cl)c(=O)c2cc(OC)c(OC)cc21,-101,-10,-1,-3,6,-5,-9,4
Cn1ccc(=S)c2ccccc21,-34,2,-7,-6,-9,11,-1,-5
CC(=O)c1nn(-c2cccc(Br)c2)cc1C(=O)c1ccc(Cl)cc1,1,4,-8,-6,6,-5,8,-1
Cn1c(=O)n(CCc2ccccc2)c(=O)c2c1nc1n2CCCN1c1ccccc1,1,-2,-4,-6,8,5,5,1
COC(=O)c1c(NC(C)=O)sc(C(=O)Nc2ccccc2OC)c1C,7,5,-7,-10,0,7,6,1
CC(C)(C)c1cc(CCC(=O)N2CCC2)cc(C(C)(C)C)c1O,8,8,10,8,-5,-11,2,1
O=c1cc(-c2ccc3c(c2)OCCO3)oc2ccc(Cl)cc12,-398,-1,16,-9,91*,8,36,-9
COc1ccccc1CNC(=O)c1ccc(OCC2CCCO2)cc1 (stereo not drawn),12,2,-6,-4,7,-1,-6,3
O=C(COc1ccc([N+](=O)[O-])cc1)Nc1cccnc1,4,-9,-8,-6,-13,9,-9,3
CCOc1ccc(CCNC(=O)C2(c3ccccc3)CC2)cc1OCC,7,18,2,5,11,14,-8,3
COc1ccc([C@@H]2CC=C(C(=O)O)[C@H](c3ccc(F)cc3)N2S(=O)(=O)c2ccccc2C)cc1,2,8,6,0,-5,-16,-11,1
O=C(NC(=S)N1CCN(C/C=C/c2ccccc2)CC1)c1c(F)cccc1F,43*,7,-1,-10,8,-18,11,4
CN(CC(=O)Nc1cccc(F)c1)CC(=O)N(C)CC(=O)Nc1ccccc1Br,3,2,3,-4,-7,1,4,1
O=C(NCCN1CCOCC1)C1CCN(c2nc3ccccc3o2)CC1,15,-14,4,2,-7,4,1,2
Cc1cccc(N2CC(O)(c3cccs3)[N+]3=C2CCCC3)c1 (stereo not drawn),12,-8,-9,-7,-4,-6,-23,0
CCOCC(=O)Nc1cc([N+](=O)[O-])ccc1OC,16,4,-10,-9,-5,-3,-18,3
c1ccc2c(c1)oc1c(NCCN3CCOCC3)ncnc12,13,2,4,-7,11,3,-2,1
COc1cc(NC(=O)Cc2c(C(=O)O)n(C)c3ccccc23)cc(OC)c1OC,6,-3,2,2,-3,-3,13,0
CC(NC(=O)Nc1ncccn1)(C(F)(F)F)C(F)(F)F,14,15,10,-4,3,-4,-13,2
COc1ccc(-c2c(=O)n(OC)c3ccccc3[n+]2[O-])cc1OC,-64,15,2,8,-2,23,7,-25
O=C(/C=C/Sc1ccccc1)c1ccc(Cl)cc1,16,-3,-12,20,4,12,-7,3
O=C(NCCCn1ccnc1)C(=O)NCc1ccc(Cl)cc1,15,3,-2,-2,2,-4,-7,1
Cc1ccc2nc(NC(=O)CSc3nc4ccccc4o3)sc2c1,0,9,-22,-2,-15,1,-25,-12
O=C(Cn1cc(SCc2ccc(F)cc2)c2ccccc21)N1CCOCC1,18,4,16,-2,22,21,58*,2
Cc1nc(NC2=NCN(CCCN3CCOCC3)CN2)nc2c(C)cccc12,-64,8,-6,-8,2,-7,-11,-11
O=C(Nc1ccc(-c2nnn(CC(=O)N3CCN(C(=O)c4ccco4)CC3)n2)cc1)c1ccccc1F,·,-13,3,·,2,·,5,·
Clc1cc2c(nn1)Nc1ccccc1S2,-5,-14,-2,2,0,8,-24,31*
CCCc1nc(N)nc2c1C(=O)CC(C)(C)C2,22,-2,2,7,5,-3,-3,1
C=CCC1(C#N)C(=S)NC(C)=C(C(=O)OCC)C1c1ccccc1 (stereo not drawn),29,-12,0,3,6,-7,0,2
O=C(CCCCCNC(=O)N1CCn2c1nc1ccccc12)N[C@@H](C(=O)O)c1ccccc1,36,6,1,7,4,-12,-13,1
CC(C)n1c(SCC(=O)NC2CCCCC2)nnc1-c1ccco1,7,6,-15,-5,-7,-4,-12,2
CCOC(=O)CC(NS(=O)(=O)c1ccc(OC)c(C)c1)c1cccc([N+](=O)[O-])c1 (stereo not drawn),23,9,-1,-2,5,18,13,0
O=C(/C=C/c1ccccc1)N1CCN(c2ccccn2)CC1,0,4,-13,0,7,-7,-4,1
O=C(Nc1nc2cc3c(cc2s1)OCCO3)c1ccncc1,-32,-9,27,-2,40,7,18,-7
O=C(CC1Nc2ccccc2NC1=O)NCc1cccnc1 (stereo not drawn),-349,2,2,8,5,3,0,-21
Cc1ccc(-n2nc(C)c(NC(=O)CCl)c2C)cc1C,6,3,-8,-9,-9,0,-28,0
COc1ccc(NC(=O)c2ccc(Oc3ncccn3)cc2)cc1,17,-16,3,-8,1,9,-11,-2
O=c1c2ccccc2nc2sc(Nc3ccc(F)cc3)nn12,-24,-2,-14,-4,10,2,6,0
CC(C)C(NS(=O)(=O)/C=C/c1ccccc1)C(=O)NCc1ccc(F)cc1 (stereo not drawn),-1,24,2,-4,-2,6,-12,-2
CC(C)(/C=N/O)N(O)C=C1C=CC(=O)C=C1,18,-2,4,-3,5,14,-16,2

Some of the entries so far, as labelled records.
CCOC(=O)CC(NS(=O)(=O)c1ccc(OC)c(C)c1)c1cccc([N+](=O)[O-])c1 (stereo not drawn)
  SENP8 block-1 = 23; Apaf1 inhib = 9; SENP8 block-2 = -1; HKDC1 inhibitor = -2; SENP7 inh = 5; PfG6PD inh = 18; SENP6 block = 13; SENP1 inh = 0

O=C(/C=C/c1ccccc1)N1CCN(c2ccccn2)CC1
  SENP8 block-1 = 0; Apaf1 inhib = 4; SENP8 block-2 = -13; HKDC1 inhibitor = 0; SENP7 inh = 7; PfG6PD inh = -7; SENP6 block = -4; SENP1 inh = 1

O=C(Nc1nc2cc3c(cc2s1)OCCO3)c1ccncc1
  SENP8 block-1 = -32; Apaf1 inhib = -9; SENP8 block-2 = 27; HKDC1 inhibitor = -2; SENP7 inh = 40; PfG6PD inh = 7; SENP6 block = 18; SENP1 inh = -7

O=C(CC1Nc2ccccc2NC1=O)NCc1cccnc1 (stereo not drawn)
  SENP8 block-1 = -349; Apaf1 inhib = 2; SENP8 block-2 = 2; HKDC1 inhibitor = 8; SENP7 inh = 5; PfG6PD inh = 3; SENP6 block = 0; SENP1 inh = -21

Remaining list, next part:
structure,SENP8 block-1,Apaf1 inhib,SENP8 block-2,HKDC1 inhibitor,SENP7 inh,PfG6PD inh,SENP6 block,SENP1 inh
NC1=NC(c2ccc(Cl)cc2)n2c(nc3ccccc32)N1 (stereo not drawn),12,4,-11,0,-6,3,-13,-2
CC(=O)Oc1ccc(/C=N\NC(=O)c2cc3c(ccc4ccccc43)o2)cc1,-300,15,10,13,-4,-14,8,1
COC(=O)c1ccc2c(=O)n(CC3CCCO3)c(=S)[nH]c2c1 (stereo not drawn),0,-21,-1,-8,0,13,-15,2
O=C(O)c1cn(Cc2ccccc2)c2ccc(Cl)cc2c1=O,10,-4,-4,-1,5,4,-11,4
Cc1ccc(S(=O)(=O)N2CCN(C(=O)CSCc3ccc(C(C)C)cc3)CC2)cc1,0,20,0,3,-1,1,4,0
COc1ccc(S(=O)(=O)N2CCN(C(=O)CCc3c[nH]c4ccccc34)CC2)cc1,3,9,-10,-4,-16,8,-1,-1
COc1ccc(CN(C)C(=O)Cn2cnc(C(=O)Nc3ccc(C)c(C)c3)n2)cc1OC,-2,13,·,-4,5,3,·,1
Cn1c(SC2CCCCC2=O)nnc1-c1ccncc1 (stereo not drawn),9,-3,1,-5,5,15,-12,1
CN(N)c1ccc2c(C(F)(F)F)cc(C(F)(F)F)nc2n1,-34,-4,-1,-8,-1,19,-9,-21
O=c1[nH]c2ccccc2nc1/C=C(\O)C1CC1,-84,-6,-8,-7,-6,-3,-10,-154
CCOc1ccccc1C1CC(c2ccc(Br)cc2)Nc2nc(N)nn21 (stereo not drawn),-135,12,-7,0,14,2,5,0
Cc1ccc(C)c(NC(=O)Cn2cc(C(=O)C3CC3)c3ccccc32)c1,13,0,6,2,9,-10,-10,0
O=C1CC(c2ccc(F)cc2)CC(O)=C1C1NCCc2ccccc21 (stereo not drawn),24,-2,-4,0,0,-14,-5,-6

Compounds as they come; 3.6% or so of the library scored in one or more.
